APP 5'UTR act: APP 5'UTR luciferase reporter activation; SH-SY5Y APP 5'UTR luciferase reporter, luminescence; zero percent = DMSO vehicle wells; activation, % at 2 µM; 190,000 compounds, 1% hits;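 active = activation above a set limit, based on mean plus 3 SD of controls, cut at about 140% in these data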; also: values of inactives mirror those of a sister screen read the other way
PMI activator: phosphomannose isomerase (human) activation. activation factor at 20 µM. 190,000 compounds, 0.005% hits. purified human PMI, coupled resazurin fluorescence, 20 min; active compounds read high; 1 = vehicle control, 0 substrate-free wells;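 active = activation factor of 2 or more at 20 µM, relative to plate controls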
Target sequence (P34949 whole entry, looked up): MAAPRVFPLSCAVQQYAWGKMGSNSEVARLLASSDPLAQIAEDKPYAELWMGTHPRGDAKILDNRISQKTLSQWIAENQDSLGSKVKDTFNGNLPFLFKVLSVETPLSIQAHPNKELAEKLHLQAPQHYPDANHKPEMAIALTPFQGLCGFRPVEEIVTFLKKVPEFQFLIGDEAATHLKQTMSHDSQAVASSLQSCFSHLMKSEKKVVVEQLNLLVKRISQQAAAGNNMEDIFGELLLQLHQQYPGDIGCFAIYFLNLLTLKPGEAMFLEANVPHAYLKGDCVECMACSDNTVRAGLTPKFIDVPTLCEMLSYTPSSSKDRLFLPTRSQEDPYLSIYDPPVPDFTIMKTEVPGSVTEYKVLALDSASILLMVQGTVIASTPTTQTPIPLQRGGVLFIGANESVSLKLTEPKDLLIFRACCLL
TNAP inh hi DEA: TNAP (human) inhibition, high acceptor | purified TNAP, CDP-star luminescence, 1 M DEA | inhibition, % at 20 µM | 200,000 compounds, 0.03% hits;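 active = over 50% inhibition of tissue-nonspecific alkaline phosphatase at 20 µM in the single-dose screen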;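 also: plate controls were DMSO wells for no effect and EDTA-quenched wells as full inhibition for full effect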
Target sequence (P05186 whole entry, looked up): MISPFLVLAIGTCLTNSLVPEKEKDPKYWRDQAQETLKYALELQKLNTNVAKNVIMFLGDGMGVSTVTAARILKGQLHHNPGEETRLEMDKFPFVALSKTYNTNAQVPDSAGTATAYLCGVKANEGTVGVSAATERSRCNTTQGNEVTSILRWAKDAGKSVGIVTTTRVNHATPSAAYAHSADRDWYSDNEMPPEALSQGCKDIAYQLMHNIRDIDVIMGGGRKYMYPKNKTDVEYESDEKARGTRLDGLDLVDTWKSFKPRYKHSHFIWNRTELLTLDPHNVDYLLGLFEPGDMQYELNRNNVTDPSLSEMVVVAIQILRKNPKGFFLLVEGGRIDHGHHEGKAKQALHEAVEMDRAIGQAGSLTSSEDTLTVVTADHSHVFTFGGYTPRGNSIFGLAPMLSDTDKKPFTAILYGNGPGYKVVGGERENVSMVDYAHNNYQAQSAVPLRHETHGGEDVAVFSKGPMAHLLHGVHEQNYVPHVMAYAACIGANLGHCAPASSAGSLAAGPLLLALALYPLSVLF
FLuc act counter: affects firefly luciferase, flagging false hits in luciferase stimulation screens | P08659 | ATPlite luciferase biochemical, luminescence, 10 min; 0 = ATP-free wells, 1 = DMSO control | activation factor at 10 µM | 200,000 tested, under 10 active | AID 1027;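 active = luciferase activation factor, scaled between plate controls, of at least 2 with compound at 10 µM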
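Material: luciferase plus luciferin reagent, cell-free. Medium: PBS buffer for ATP. Also added: ATP substrate, dispensed from a 10.24 µM working solution in PBS. Doses: test compounds dosed from 2 mM stocks in 100% DMSO. Incubation: 10 min post-reagent at room temperature. Technique: light output (luminescence). Read-out basis: luminescence gain marking luciferase activators.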
bIAP activator: increases bovine intestinal alkaline phosphatase activity; purified bovine IAP, CDP-star luminescence, 30 min; active compounds read high; fold of DMSO-control signal, blank-subtracted; activation factor at 20 µM; 200,000 compounds, 0.17% hits; AID 1016;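 active = activation factor of 2 or more at 20 µM, a signal rise over negative controls twice the positive control's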
TNAP act hiacc: increases human TNAP activity under high phosphate acceptor concentration | purified TNAP, CDP-star luminescence, 1 M DEA, 30 min; active compounds read high; 0 = EDTA background, 1 = DMSO-only activity | activation factor at 20 µM | 200,000 tested, under 10 active;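 active = activation factor at least 2 at 20 µM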
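Control set: EDTA negative control, DMSO positive control / Assay system: human TNAP / Quantity: TNAP 1/800 final / Evaluation: TNAP activation factor scaled between EDTA and DMSO control wells / Measured by: luminescent substrate turnover signal / Compound dosing: one dose, 20 µM / Times: 30 min enzyme reaction at room temperature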
FLuc inhib CS: counter-screen for luciferase assay inhibitors: firefly luciferase inhibition; P08659; ATPLite firefly luciferase biochemical luminescence, 10 min; inhibition, % at 10 µM; 200,000 compounds, 1.5% hits;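 active = inhibition above about 50% when tested at 10 µM, limit read from the data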
PMI act satM6P: increases human PMI activity with near-saturating mannose 6-phosphate; 190,000 compounds, 0.34% hits; activation factor at 20 µM; coupled PMI enzyme assay, resazurin fluorescence, 20 min; active compounds read high; 1 = untreated enzyme, 0 = substrate-free blank; P34949;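 active = activation factor of 2 or more at 20 µM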
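Material: human phosphomannose isomerase with PGI, G6PDH, diaphorase coupling enzymes. Quantity: 15 ng/mL PMI. Medium: HEPES pH 7.4 buffer with MgCl2 and Tween-20. Reagent: Near-saturating mannose-6-phosphate, 1.0 mM. Compound: 20 µM single dose. Times: enzyme reaction with compound 20 min at room temperature. Detection: resorufin fluorescence at Ex 544/Em 590 nm.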
NF-kB neuron act: NF-kB expression increase, human neuronal cells; NF-kB reporter expression; active compounds read high; fold change at 12.5 µM; 190,000 compounds, 1.6% hits; in the data active = fold change above about 3.3
TNAP inh noacc: TNAP (human) inhibition, acceptor-free conditions. inhibition, % at 20 µM. purified TNAP, CDP-star luminescence, 30 min. AID 1012. P05186. 200,000 compounds, 0.26% hits;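 active = tissue-nonspecific alkaline phosphatase inhibition above about 50% at 20 µM in the single-dose screen, limit read from the data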;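 also: 0% = DMSO negative control and 100% = EDTA positive control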
The depositor's hits bear a star.

SMILES	APP 5'UTR act	PMI activator	TNAP inh hi DEA	FLuc act counter	bIAP activator	TNAP act hiacc	FLuc inhib CS	PMI act satM6P	NF-kB neuron act	TNAP inh noacc
Cc1cccc(C(CC(=O)NCc2ccco2)c2ccccc2)c1O (configuration not stated)	-2	0.9	-6	1.1	1.1	1.1	-7	0.9	1	-13
Cc1[nH]c(=O)[nH]c(=O)c1CSCC(=O)OCC(=O)c1ccc(Br)cc1	-2	1	-4	1	0.9	1	-3	1	0.97	-158
O=C(NCCOCCNC(=O)OCc1ccccc1)OCc1ccccc1	6	1	-2	1.1	1	1	-5	1	0.99	-10
CC(C)C(c1nnnn1C1CCCCC1)N1CCOCC1 (configuration not stated)	12	1	-4	1.1	1	1	-6	1	1	-10
C/C(NCc1cccnc1)=C(\C#N)C(=O)NCc1ccccc1	-2	1	-3	1	1	1	-3	0.9	1.1	-3
COc1ccc([N+](=O)[O-])cc1NC(=O)C(C)OC(=O)c1ccccc1C(=O)c1ccc(Cl)cc1 (configuration not stated)	-9	1	-2	1.1	0.9	1	-7	1.5	0.73	-4
Cc1cc(-c2ccccc2)nc2cc(C(N)=O)nn12	-9	1	3	1	1	1	-2	1.1	0.86	-2
CCOCC(=O)Nc1cccc(C(=O)OCC)c1	-10	0.9	1	1	0.9	1	-1	0.9	1.1	-4
C[N+](C)(C)CCOC(=O)C1(c2ccccc2)CCCC1	7	0.8	-2	1.1	0.6	1	-8	0.9	1.1	-6
CCNc1nc(Oc2ccc(=O)n(-c3ccccc3)n2)nc(N2CCOCC2)n1	-5	0.9	0	1.1	1	1	-7	0.9	1.1	-11
CCOCCCNC(=O)C(NC(=O)Cc1cccs1)c1ccccc1 (configuration not stated)	2	0.9	-5	1	1	1	-5	0.9	0.98	-2
CCOC(=O)Oc1ccc2c(=O)c(Oc3cccc(C)c3)coc2c1	16	1	-8	1.1	0.8	1.1	-7	1	1.3	-13
Cc1nc(=O)c(-c2ccccc2)c(C)n1CC1CCCO1 (configuration not stated)	13	1.1	-3	1.1	0.8	1	-7	1	1.4	18
CC(C)Cn1cc(C(=O)N2CCN(c3ccccn3)CC2)c2c3ccccc3n(C)c2c1=O	29	1	-2	1	1.1	1	-4	0.9	0.33	-7
C(=N\Nc1ccccn1)/c1ccc(N2CCOCC2)cc1	115	0.9	2	0.3	1	1	74*	0.8	4.5*	2

Seven entries from above, bar-delimited.
structure | APP 5'UTR act | PMI activator | TNAP inh hi DEA | FLuc act counter | bIAP activator | TNAP act hiacc | FLuc inhib CS | PMI act satM6P | NF-kB neuron act | TNAP inh noacc
Cc1[nH]c(=O)[nH]c(=O)c1CSCC(=O)OCC(=O)c1ccc(Br)cc1 | -2 | 1 | -4 | 1 | 0.9 | 1 | -3 | 1 | 0.97 | -158
O=C(NCCOCCNC(=O)OCc1ccccc1)OCc1ccccc1 | 6 | 1 | -2 | 1.1 | 1 | 1 | -5 | 1 | 0.99 | -10
CC(C)C(c1nnnn1C1CCCCC1)N1CCOCC1 (configuration not stated) | 12 | 1 | -4 | 1.1 | 1 | 1 | -6 | 1 | 1 | -10
C/C(NCc1cccnc1)=C(\C#N)C(=O)NCc1ccccc1 | -2 | 1 | -3 | 1 | 1 | 1 | -3 | 0.9 | 1.1 | -3
COc1ccc([N+](=O)[O-])cc1NC(=O)C(C)OC(=O)c1ccccc1C(=O)c1ccc(Cl)cc1 (configuration not stated) | -9 | 1 | -2 | 1.1 | 0.9 | 1 | -7 | 1.5 | 0.73 | -4
Cc1cc(-c2ccccc2)nc2cc(C(N)=O)nn12 | -9 | 1 | 3 | 1 | 1 | 1 | -2 | 1.1 | 0.86 | -2
CCOCC(=O)Nc1cccc(C(=O)OCC)c1 | -10 | 0.9 | 1 | 1 | 0.9 | 1 | -1 | 0.9 | 1.1 | -4

Going on with the list:
SMILES	APP 5'UTR act	PMI activator	TNAP inh hi DEA	FLuc act counter	bIAP activator	TNAP act hiacc	FLuc inhib CS	PMI act satM6P	NF-kB neuron act	TNAP inh noacc
O=C(NCCc1ccccn1)c1cc(-c2ccccc2Cl)nc2ccccc12	19	0.9	-1	1	0.9	1	-3	1	0.71	-8
CC1CCN(C(=O)CSc2nnc(Cc3cccn3C)n2-c2ccc(F)cc2)CC1	16	0.8	0	1.1	0.9	1	-8	0.9	0.86	0
CC1=C(C(=O)OC(C)C)C(c2cccs2)N2C(=O)CCSC2=N1 (configuration not stated)	6	0.9	-6	1	1	1.1	0	0.9	1.1	-7
COC(=O)CCCn1c(C)cc(C(=O)CCl)c1C	-15	1.3	-3	1.1	1.2	1	-8	1.2	3.6*	-1
Cc1ccc(CNC(=O)c2cc3c(s2)CN(Cc2ccccc2)C3)cc1	-3	1.3	-6	1	0.7	1.1	-4	1.1	0.99	14
O=c1ccc(Cc2ccccn2)n[nH]1	-8	1	-5	1.1	1	1.1	-6	1	1.4	-11
CCCCC(=O)Nc1cccc(NC(=O)c2ccc3c(c2)OCO3)c1	-2	1	-3	1	0.9	1	4	1	1.4	-11
O=C(NCCCc1ccccc1)c1ccccc1O	-5	1.1	3	0.9	1	1	6	1.1	1.8	-9
CCC(C)NCCOc1ccc(C)cc1[N+](=O)[O-] (configuration not stated)	16	1	-1	1	0.9	1	-3	1.1	1.3	2
CCN1CCN(c2cc(=O)n(Cc3ccc(F)cc3)c(=O)[nH]2)CC1	5	0.9	-5	1	1.2	1.1	0	0.8	0.94	-7
CCO/C=N/c1c(C#N)c(CC#N)nn1-c1ccccc1	4	0.9	-4	1.1	1	1	-5	1	1.1	-12
NC(=O)c1c(NC(=O)CSc2nnc(-c3ccco3)n2-c2ccccc2)sc2c1CCC2	-7	0.8	-3	1	1.1	1	1	0.7	0.58	-8
CCOC(=O)Cc1nc2ccccc2n(CC#N)c1=O	10	1	-5	1	1.2	1.1	4	1	1.2	-9
CCOC(=O)C1=NN(c2ccc(C)cc2)CC1C(=O)OC (configuration not stated)	6	1	-6	1	0.9	1.1	-2	1	1.1	-8
COC(=O)Nc1ccc(S(=O)(=O)N2CCC(C(=O)N(C)C3CCCCC3)CC2)cc1	-7	1	-1	1.1	1.2	1	-8	1	1.1	-9
O=C(C1CCC(=O)N1Cc1cccnc1)N1CCN(c2ccc(F)cc2)CC1 (configuration not stated)	-10	1.1	-7	1	0.9	1.1	-5	1	2.6	-15
Cc1cc(C)nc(SCC(=O)Nc2nonc2N)n1	-4	1	-5	1	1.2	1.1	-1	1	1	-9
COc1ccc(OC)c(-n2cnc3cc(C(=O)O)ccc32)c1	-1	1	-1	1.1	1	1	-7	1	1.1	-13
Cc1cc(C(=O)Nc2cccnc2Cl)on1	-6	0.9	-7	1	0.9	1.1	-3	0.9	1.1	-10
O=C(O)c1ccccc1C(=O)Nc1ccc(Br)c2cccnc12	8	0.9	-3	0.9	1.2	1	14	0.5	1.3	-7
Cc1cc(C(F)(F)F)n2nc(C(=O)O)c(Cl)c2n1	-15	0.9	-3	1	1	1	4	1	1.1	-7
CCOC(=O)c1sc(C)c2c1NC(C)(c1ccccc1)NC2=O (configuration not stated)	-6	1	-4	1.1	0.9	1	-11	1	0.94	-4
CCN(CC)c1ccc(/C=C/C(=O)c2ccc(Br)cc2)cc1	20	0.9	22	1	0.8	0.8	-3	1	0.89	12
COCCCn1c(SCC(=O)N2CCCC(C)C2)nnc1-c1ccco1 (configuration not stated)	3	1	-3	1	1	1	-3	1.1	1.1	-9
COCCOCCn1cnc2ccccc21	0	1	-3	1.1	0.9	1	-8	1	1.2	-5
CCO[C@H]1OC(C(=O)O)=C[C@@H](C)[C@@H]1CCCO	-4	1.1	-10	1.1	1	1.1	-7	1	1.1	-5
COC1CCCCC1Nc1ccc(C)c(C)c1 (configuration not stated)	0	1	1	1	0.8	1	-5	1	1.2	-8
CCOC(=O)Cc1c(C)nc2c(-c3ccccc3)c(C)[nH]n2c1=O	-9	1.1	-5	1	0.9	1	-2	1.1	0.95	2
O=C1c2ccccc2C(Nc2ccc3c(c2)OCCO3)N1c1ccccn1 (configuration not stated)	0	1	1	1	0.9	1	-5	0.8	0.43	-6
CCOC(=O)C1(Cc2ccccc2)CCN(Cc2ccc3c(c2)OCCO3)CC1	-5	1	-6	1	1.1	1.1	-1	1	1.3	-4
Cc1oc(-c2cccc(Cl)c2)nc1CN1CCC(C(=O)NCC2CCCO2)CC1 (configuration not stated)	-10	1	-4	1	1.1	1	-4	1	0.94	-10
COC(=O)CSc1nnc(CNc2nc(-c3ccccc3)cs2)n1C	6	1.2	0	1.1	1.1	1	-5	1.2	1.1	-9
Cc1ccc(N2C(=O)N(CC(=O)N(C)Cc3ccccc3)C(=O)C2C)cc1 (configuration not stated)	11	0.9	-4	1	0.9	1	-1	1	0.81	-6
Cc1ccc(C)c(S(=O)(=O)C(C#N)c2nc3ccccc3nc2N2CCOCC2)c1 (configuration not stated)	2	1.2	1	1	0.9	1	0	1.7	0.88	-9
COc1ccccc1N=Cc1c(C)c(C#N)c2[nH]c3ccccc3n2c1=O	-10	1	1	1.1	1	1	-6	0.7	1.4	12
CC(=O)c1ccc(-n2nnnc2SCC(=O)NNC(=O)c2ccco2)cc1	-4	0.9	-6	1.1	1.2	1.1	-7	1	1.1	-32
C/C(N)=C(\C#N)C(=O)NCc1ccccn1	2	1	-4	1	0.9	1	-3	1	1.3	-11
COc1ccc(C(=O)COc2cccc(NC(=O)c3ccco3)c2)cc1	-11	1	0	0.9	1.1	1	8	1	0.78	-8
COc1ccc(-c2cn3cc(C)ccc3n2)cc1F	147*	1	-3	0.1	1	1	93*	1.1	2.4	-10
Cc1ccc(-c2cc(C(=O)N/N=C/c3ccco3)n[nH]2)s1	-1	0.8	13	0.8	1	0.9	15	0.9	1.1	68*
COc1cc(C2NC(=O)NC(C)=C2C(=O)OC(C)(C)C)ccc1OCC(=O)O (configuration not stated)	-13	0.9	-5	1.1	0.9	1.1	-7	0.9	1	-15
CN1CCN(NC(=S)NC(C)(C)CC(C)(C)C)CC1	16	1.1	-4	1.1	1.1	1	-7	1.1	1	-4
O=C(NCCO)C(=O)NCC1OCCCN1S(=O)(=O)c1cccs1 (configuration not stated)	-16	0.9	-1	1	1	1	-1	0.9	1	-10
COc1ccc(OC)c(NC(=O)C(CC(=O)O)Cc2ccc(Cl)cc2)c1 (configuration not stated)	6	1	-4	1.1	1	1	-7	1	1.1	2
Cc1c(C(=O)N/N=C/C(C)C)[nH]c2ccc([N+](=O)[O-])cc12	17	1	-3	1.2	0.8	1	-16	1	1.2	-6
CN(C)/C=C1/C=C(c2ccccc2)OC1=O	8	1	-5	1	0.8	1.1	-4	1	1.2	-1
O=[N+]([O-])c1ccc(COc2cccnc2)cc1	23	1	-1	1	1.1	1	1	1	1.5	-8
CC(=O)Nc1ccc(Cl)cc1C1COC(=O)C1=N (configuration not stated)	5	1.1	-4	1	0.9	1	-4	1.2	1.2	-6
C/C(CC(=O)N1CCN(C=O)CC1)=N\NC(=O)c1cc2ccccc2cc1O	4	0.2	9	0.7	1.1	0.9	32	0.2	1.2	-23
